Compound activity: PubChem, several laboratories
Insulin prom up: insulin promoter activators in MIN6 cells, imaging, high-content screening, mouse beta cells; z-score at 5 µM; actives 0.3% (n = 190,000); AID 1625, 2009; MIN6 insulin promoter-GFP reporter; stronger effect = higher value;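 active means z-score above 3 at 5 µM with at least 500 cells counted in the well; inconclusive means wells under 500 cells, flagged as cytotoxic or low count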
Dynein transport: inhibitors of GR-EGFP nuclear translocation, primary screen, dynein cargo transport inhibitor project, imaging, high-content, 3617.4 mouse cells | test concentration mostly 20 µM; stimulated with dexamethasone, 1 µM; stronger effect = lower value | actives 0.47% (n = 220,000) | AID 1381, 2008 | z-score, hits read low;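 active means plate z-score of nuclear minus cytoplasmic receptor signal below a set negative limit, without overly bright fluorescence or cell loss, cut at about -3.5 in these data, passing the limit was not always enough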;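 further: z-score of nuclear minus cytoplasmic ring GR-EGFP intensity difference per well; some compounds called inactive have numbers as strong as hits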
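Buffer or medium: tetracycline-free induction medium containing charcoal-stripped FBS / Reagent: dexamethasone agonist, 1.0 µM final, for 30 min / Technique: automated 10x imaging of fixed Hoechst-stained cells / Times: induction 48 h, compound 1 h, agonist 30 min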
bCat nuc transl: modulators of beta-catenin nuclear translocation, primary screen, imaging, HeLa cells, immunofluorescence, high-content. nuclear translocation activity, % at 5 µM. actives 0.3% (n = 190,000). AID 1665, 2009;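 active means nuclear translocation activity above 50% at 5 µM, with a well cell count of 50 or more; inconclusive means wells under 50 cells across six images, flagged as toxic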;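 further: per-cell ratio of nuclear to cytoplasmic median beta-catenin stain intensity; plate controls were DMSO negative control for no effect and GSK-3 inhibitor IX positive control for full effect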
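Signal – beta-catenin immunofluorescence imaging with DAPI · Test system – human HeLa cell line · Dosing – 5 µM primary single dose, 0.1% DMSO, 0.02–20 µM confirmation series · Measure – % activation, nuclear-to-cytoplasmic median beta-catenin signal ratio per cell · Incubation – 24 h compound exposure at 37°C, 5% CO2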
TNAP activation fold: human TNAP enzyme activators, primary screen, biochemical, luminescent, no phosphate acceptor, uHTS (AID 1001); Alkaline phosphatase, tissue-nonspecific isozyme (Homo sapiens); purified TNAP, luminescent activation assay, no phosphate acceptor; higher activation fold means a stronger effect; one-dose activation fold at 20 µM; EC50 in µM for titrated hits; actives 0.03% (n = 200,000); in the data active means activation fold from about 3, or a potency from the dose series; inactive means the rest, 99 in 100 with activation fold below about 1.6; further: many of its hits are not listed in these tables
Myeloid diff MLP: induction of myeloid progenitor differentiation, primary screen, cell-based, flow cytometry, MLPCN library; calls only at 10 µM; AID 624256, 2012; ER-HoxA9 myeloid progenitors, lysozyme-GFP differentiation; actives 1% (n = 360,000);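 active means normalized GFP-positive differentiation at or above the plate's own cutoff, the solvent-only control mean plus 3 SD; inconclusive means no clear call, values can overlap the other calls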;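 further: cells exposed to compound for four days before flow analysis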
MT stabilizer: microtubule stabilizers in HeLa cells, primary screen, imaging, high-content imaging. HeLa tubulin immunostaining HCS, 24 h; share of cells brighter than vehicle mean+2SD. actives 0.83% (n = 200,000). % tubulin-high responders, % at 10 µM;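 active means plate Z-score above 3 for both tubulin-high and condensed-nucleus cell shares, with cell loss under 80%, at 10 µM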;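 further: anti alpha tubulin signal scored within the nucleus-defined area of each cell; some results filed as inactive read as strong as hits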
PMI inhibitors: inhibitors of human PMI, primary screen, biochemical, fluorescence intensity, coupled assay (AID 1209); Mannose-6-phosphate isomerase (Homo sapiens); purified PMI enzyme, coupled fluorescence intensity; higher % means a stronger effect; inhibition, % at 20 µM; hits with a dose series show IC50 in µM; actives 0.42% (n = 190,000); in the data active means inhibition above about 50%;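 further: plate controls were DMSO vehicle for no effect and wells lacking substrate for full effect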
Hep lipid drop: inhibitors of hepatocyte lipid droplet formation, primary screen, imaging, high-throughput imaging, BODIPY stain. AML12 mouse hepatocytes, oleate lipid droplets. inhibition, % at 6.5 µM. actives 0.4% (n = 240,000). AID 1656, 2009;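 active means lipid droplet intensity inhibited by at least 50%, with more than 500 cells counted; inconclusive means wells with under 300 cells, treated as cytotoxic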
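Assay system: AML12 mouse liver cells | Compound dosing: One dose, 6.5 µM compound | Read-out basis: Droplet intensity reduction, % inhibition | Measured by: Fluorescence imaging, 20x objective, two fields per well | Schedule: Overnight treatment with compound plus oleate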
T cell HTS: modulators of CD8 T cell-vesicle binding, primary screen, mouse 2C CD8+ T cells, flow cytometry; 2C CD8+ T cell-vesicle binding; stronger effect = lower value; calls only at 7 µM; actives 0.068% (n = 330,000); AID 2052, 2009;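 active means response, share of CD8 T cells binding vesicles, and their 90th percentile fluorescence all below set limits, cut at about 80% in these data, passing the limit was not always enough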
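Assay system: 2C TCR transgenic mouse naive CD8+ T cells, MACS-purified | Read-out: CD8+ gate FL2 mean fluorescence as % of same-row positive control | Signal: High-throughput flow cytometry with anti-B7-1 and anti-CD8 staining | Timing: Binding step 1.5 h, 37 °C, antibody labelling 20 min, ice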
Dynein transport cytoplasmic EGFP: second read-out of Dynein transport, no call of its own (marks repeat the call); z-score; measured here: cytoplasmic GR-EGFP intensity; stronger effect = higher value
Dynein transport nuclear GR-EGFP: second read-out of Dynein transport, no call of its own (marks repeat the call); z-score; measured here: nuclear GR-EGFP intensity;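 lower value marks the stronger effect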
Dynein transport cell count: further read-out of Dynein transport, marked with its call; z-score; measured here: cell count per field
Insulin prom up cell count: second read-out of Insulin prom up, no call of its own (marks repeat the call); cell count; measured here: cytotoxicity, nuclei count;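 total cells summed across four imaged fields per well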
Hep lipid drop cells 6.5 µM: also measured in Hep lipid drop; calls as there; cell count; measured here: cell count, cytotoxicity flag;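 cells counted across two imaged fields per well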
bCat nuc transl cell count 5 µM: second read-out of bCat nuc transl, no call of its own (marks repeat the call); cell count; measured here: cell count, cytotoxicity flag
T cell HTS vesicle-bound %: also measured in T cell HTS; calls as there; double positive events, %; measured here: CD8+ vesicle-bound cell fraction;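 binding gate set so that unloaded-vesicle control wells show 10% double positive cells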
MT stabilizer Hoechst-high %: also measured in MT stabilizer; calls as there; % Hoechst-high responders; measured here: nuclear condensation Hoechst responders;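 share of cells brighter than vehicle mean plus two SD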
MT stabilizer cytotoxicity %: second read-out of MT stabilizer, no call of its own (marks repeat the call); toxicity, %; measured here: cytotoxicity by cell density;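 0% = mean cell density of plate MIN control wells and 100% = no cells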
Myeloid diff MLP GFP+ MAC1+ %: also measured in Myeloid diff MLP; calls as there; GFP+ MAC1+ double positive, %; measured here: differentiation confirmed by MAC1 staining
Starred values were filed as active, the others as inactive; i = inactive; ? = inconclusive; · = not tested or not shown.

SMILES	Insulin prom up	Insulin prom up cell count	Dynein transport	Dynein transport cytoplasmic EGFP	Dynein transport nuclear GR-EGFP	Dynein transport cell count	bCat nuc transl	bCat nuc transl cell count 5 µM	TNAP activation fold	Myeloid diff MLP	Myeloid diff MLP GFP+ MAC1+ %	MT stabilizer	MT stabilizer Hoechst-high %	MT stabilizer cytotoxicity %	PMI inhibitors	Hep lipid drop	Hep lipid drop cells 6.5 µM	T cell HTS	T cell HTS vesicle-bound %
N#Cc1c(N)oc(-c2ccco2)c1-c1ccco1	0.34	1439	0.608	-0.191	0.489	-1.52	-1.0	989	1.1	i	0.7	4.8	2.8	4.0	3.7%	·	·	i	38.9
COc1ccccc1OCc1ccc(C(=O)NCc2cccnc2)o1	0.13	1589	2.63	-0.248	-0.233	-0.161	1.3	1412	1.1	i	0.2	1.9	1.8	4.7	5.4%	·	·	i	16.1
COc1ccc(C(CNC(=O)c2ccccc2SC)N(C)C)cc1 (stereo not drawn)	0.3	1271	-0.24	-0.334	0.16	0.931	3.3	1047	1	i	0.2	3.7	3.3	9.4	-3.0%	-7.7	691	i	33.5
Cc1cc(Cl)ccc1NC(=S)NCC(C)C	-0.42	1312	0.412	-0.262	0.361	0.0259	-0.7	939	1.1	i	0.8	4.5	0.8	8.1	5.5%	-4.6	720	i	21.7
CCOc1ccc(/C=C/C(=O)NCCc2ccc(OC)c(OC)c2)cc1	-0.31	1424	1.16	-0.274	0.736	-0.127	-1.0	1015	1.2	i	0.9	3.5	2.4	3.4	0.4%	-0.1	675	i	43.9
Cc1ccnc(NS(=O)(=O)c2ccc(NC(=O)c3ccc(N4C(=O)CCC4=O)cc3)cc2)n1	0.44	1238	-0.932	-0.314	-0.766	1.17	-1.4	960	1.1	i	0.9	1.5	3.0	7.3	6.9%	-6.8	573	i	37.3
O=C(/C=C\Nc1ccc(Cl)cn1)c1ccc(Br)cc1	-0.32	1433	0.171	0.0635	0.415	0.107	-0.1	1484	1.1	i	1.2	2.6	1.2	7.2	-21.0%	-8.7	681	i	31.5
CC1CCC(NC(=O)c2cc3c(=O)n(C)c4ccccc4c3n2C)CC1 (stereo not drawn)	0.53	1011	2.48	0.087	1.58	-1.54	5.0	1164	1.1	i	2.9	1.9	2.7	7.5	6.1%	·	·	i	65.3
COCCCNC(=O)CC(NS(=O)(=O)c1ccc(C)cc1)c1ccco1 (stereo not drawn)	-0.07	1545	1.7	-0.43	0.446	0.0649	0.8	1368	1.2	i	1.2	2.7	2.8	14.1	-2.0%	·	·	i	51.7
COc1cc(OC)nc(Oc2cc(/C=N/O)ccc2OC)n1	0.51	1078	2.07	-0.289	1.38	-0.613	-1.6	1150	1	i	0.2	12.5	29.1	32.6	7.5%	1.2	650	i	42.7
O=S(=O)(c1ccc2oc3ccccc3c2c1)N1CCOCC1	-0.06	977	0.608	-0.0719	0.414	-2.02	-0.8	1217	1.1	i	0.8	1.5	1.5	12.2	1.9%	5.7	758	i	22.3
O=C(C/C=N\OCc1ccc([N+](=O)[O-])cc1)Nc1ccc(F)cc1F	·	·	0.851	-0.193	0.946	-1.04	0.7	1501	1	i	0.2	5.0	0.8	6.0	1.8%	20.8	618	i	57.4
COC(=O)c1[nH]c2cccc(OC)c2c1NC(=O)CCN1CCSCC1	0.05	1402	-0.143	-0.207	-0.0475	-0.0595	-3.7	1175	·	i	0.7	·	·	·	·	18.4	702	i	30.9
CCNc1nc(SC(C)C(=O)Nc2ccccc2)nc(N2CCOCC2)n1 (stereo not drawn)	0.09	1288	2.63	-0.185	1.29	-1.15	1.0	1208	1.1	i	2.4	3.2	1.7	4.9	-2.3%	12.6	762	i	51.5
Cc1ccc(/C=N/NC(=O)COc2ccccc2-c2ccccc2)cc1	-0.85	652	-0.223	-0.347	-0.347	0.862	106.6*	162*	1.1	i	1.0	5.7	10.8	56.1	18.9%	?	·	i	47.7
Nc1ccc2c(C(F)(F)F)cc(C(F)(F)F)nc2n1	-0.08	1636	-0.784	0.0113	-0.256	0.789	-0.4	984	1.1	i	0.3	4.3	2.3	2.8	17.5%	9.3	682	i	52.6
O=C(c1ccccc1)c1ccc(N2CCOCC2)c(NC(=O)c2ccco2)c1	·	·	-0.724	-0.259	-0.334	1.34	·	·	1	i	0.4	2.1	2.2	6.8	-2.0%	-18.9	730	i	28.9
CC(C)(C)c1nc(SCC(=O)Nc2ccc3c(c2)OCCO3)c2ccccc2n1	·	·	2.38	-0.157	0.55	-1.78	·	·	1.1	i	0.4	3.2	1.5	3.4	-0.2%	·	·	i	49.9
NC(=O)c1ccccc1NC(=O)c1ccccc1Cl	0.29	1016	-0.621	-0.714	-0.151	-0.673	0.4	1354	·	i	0.5	·	·	·	·	-1.3	731	i	20.3
CS(=O)(=O)N(CC(=O)Nc1ccc(S(=O)(=O)N2CCCC2)cc1)c1ccccc1	-0.32	1534	2.23	-0.0231	2.1	-2.01	0.0	1419	1.1	i	0.2	2.5	2.2	11.3	10.0%	0.9	633	i	44.7
CCOC(=O)COc1ccc(C(=O)Nc2cccc(Cl)c2C)cc1	-0.29	1447	-0.58	-0.109	-0.311	0.64	-0.9	1501	1.1	i	0.2	3.7	2.7	10.2	10.9%	-15.8	746	i	25.5
O=C(Nc1ccc(S(=O)(=O)N2CCOCC2)cc1)C1COc2ccccc2O1 (stereo not drawn)	0.46	1270	1.13	0.136	0.693	0.0174	-4.8	970	1.1	i	0.3	2.9	4.5	3.6	-0.3%	·	·	i	40.5
O=C(NCc1ccccn1)C(=O)N/N=C/c1ccc2c(c1)OCO2	-0.52	1436	2.28	-0.235	0.758	-0.39	0.1	993	1.9	i	0.5	1.8	2.0	13.2	5.7%	-7.6	721	i	40.5
COc1cccc(NCc2cc(=O)oc3cc(-c4ccccc4)c(O)cc23)c1	-0.17	1393	-0.47	-0.273	0.0637	1.39	-4.4	1122	0.9	i	0.6	6.3	3.3	3.2	7.6%	-7.8	634	i	51.1
O=C(NCCSc1ccccc1)c1ccc(Br)cc1	0.04	1475	0.127	-0.243	0.0553	0.719	2.3	444	1.1	i	0.1	1.7	2.8	3.7	-5.2%	-4.4	628	i	36.6
CCCNC(=O)NC(=O)CSc1nnc(-c2ccncc2)n1CC	0.24	1193	2.39	-0.11	1.14	-2.02	-0.7	969	1.2	i	4.6	1.3	1.3	7.2	-5.0%	·	·	i	25.0
Cc1cc(N)ccc1N1CCCC1	-0.27	1478	-0.101	-0.116	-0.059	-0.519	1.6	1354	0.9	i	0.7	1.5	0.9	9.5	38.1%	·	·	i	48.4
Cc1ccc2nc(-c3cccnc3)cc(C(=O)Nc3ccc(F)cc3C)c2c1	-0.13	1282	0.599	-0.0497	0.996	0.604	-0.4	1532	1	i	0.2	4.8	3.6	8.9	-8.8%	·	·	i	23.6
Cc1cc2[nH]ncc2cc1NC(N)=S	1.93	1194	1.1	-0.345	0.736	-0.979	-1.5	1000	1	i	1.0	2.6	3.1	8.5	15.7%	5.0	680	i	66.8
COc1cccc(C(=O)C2CCCN(C(=O)CCC3=NNC(=O)CC3)C2)c1 (stereo not drawn)	-0.01	1228	-0.14	-0.254	-0.149	0.282	-1.6	1043	1.1	i	0.2	3.5	2.4	11.5	-9.6%	-11.8	709	i	17.7
O=c1cc(N=Nc2ccc(Cl)cc2)[nH]c(=O)[nH]1	-1.15	917	-4.52*	1.14*	-2.31*	-0.544*	1.6	1318	·	?	·	·	·	·	·	4.2	709	i	54.3
COC(=O)C1=C(N)Oc2c(oc(CO)cc2=O)C1c1c(F)cccc1Cl (stereo not drawn)	0.42	1179	-0.958	-0.358	-0.429	0.659	-0.1	1088	1.1	i	0.2	2.2	2.7	6.2	-10.2%	-6.1	712	i	26.3
Cc1ccc(S(=O)(=O)N2CCC(C(=O)N/N=C/c3cccnc3)CC2)cc1	-0.54	1173	-0.569	0.31	-0.446	0.46	·	·	1.1	i	0.1	2.8	3.0	9.4	-9.5%	2.2	706	i	43.2

Not a hit list; 3% or so of the library scored in one or more.
